MT1-MMP act inh = inhibitors of human MT1-MMP activation. HT1080 RFP-PRO-GFP cells, GFP/RFP ratio fluorescence, overnight; percent of plate control window, DMSO zero. P50281. 360,000 tested, 0.061% active. GFP/RFP ratio change, % at 20 µM;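 active means GFP/RFP ratio change of at least 30% with cell ATP level not reduced by more than half and red fluorescence within 50% of control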; further: strong numbers were not always called active
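Material – HT1080 RFP-PRO-GFP cells · Control set – DMSO wells and RFP-L50D-GFP cells · Incubation – overnight cell settling, then overnight compound exposure, 37 °C, 5% CO2 · Compound dosing – single-point 20 µM compound, 1% DMSO · Read-out – GFP/RFP fluorescence ratio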
Rin1-Abl PPI inh = blocks binding of human Rin1 to Abl | TR-FRET Rin1/Abl binding, biochemical | inhibition, % at 7.35 µM | 360,000 tested, 0.4% active | AID 588664; in the data active means inhibition above about 5%, passing the limit was not always enough
SKN-1 block = C. elegans SKN-1 inhibition. C. elegans VP596 Pgst-4::GFP/RFP ratio, acrylamide-induced, 24 h. inhibition, % at 21.8 µM. 360,000 tested, 0.49% active;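 active means interference check ratio from 0.5 to 1.5 plus GFP to RFP signal ratio inhibition reaching or exceeding a fixed threshold, cut at about 30% in these data, passing the limit was not always enough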; further: some compounds called inactive have numbers as strong as hits
E coli Lon inh = inhibits E. coli Lon protease | 360,000 tested, 0.42% active | inhibition, % at 7.94 µM | purified E. coli Lon protease, fluorescence polarization; in the data active means inhibition above about 13%, passing the limit was not always enough;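 further: 0% = enzyme with probe and DMSO and 100% = no enzyme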
PABP1 MLLE inh = inhibitors of microRNA-mediated deadenylation, human PABP1 MLLE binding | P11940 | GST-MLLE / FITC-PAM2 fluorescence polarization | inhibition, % at 20 µM | 360,000 tested, 0.36% active; in the data active means inhibition above about 35%, passing the limit was not always enough;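 further: plate controls were DMSO wells with GST-MLLE for no effect and wells lacking GST-MLLE protein for full effect; some results filed as inactive read as strong as hits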
Neddylation inh = blocks human cullin neddylation | P61081+Q13564 | TR-FRET cullin neddylation, biochemical | calls only at 25 µM | 360,000 tested, 0.58% active; in the data active means inhibition above about 36%
FAS-TE inh = blocks the thioesterase domain of human fatty acid synthase; inhibition, % at 15 µM; recombinant FAS-TE, OMFH fluorogenic substrate, fluorescence endpoint; AID 602261; 360,000 tested, 0.67% active;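 active means compounds whose normalised, plate-corrected inhibition of enzyme fluorescence in the single-dose primary screen is 50% or more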;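 further: 0% = DMSO with enzyme and 100% = substrate without enzyme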
bovine MsrA act = bovine methionine sulfoxide reductase A activation | purified bovine MsrA, absorbance read-out | activation, % at 10.6 µM | 360,000 tested, 0.3% active; in the data active means activation above about 7.5%;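 further: 0% = vehicle and 100% = reference activator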
NRP1-CendR mod = alters CendR peptide binding to human NRP-1; FAM-RPARPAR peptide binding to NRP-1, fluorescence polarization; 360,000 tested, 0.85% active; inhibition, % at 25 µM; O14786; AID 602438;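 active means inhibition or corrected inhibition above about 18%, plus a signal ratio from 0.5 to 1.5, limit read from the data, passing the limit was not always enough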; further: strong numbers were not always called active
Target sequence (O14786 whole entry, looked up): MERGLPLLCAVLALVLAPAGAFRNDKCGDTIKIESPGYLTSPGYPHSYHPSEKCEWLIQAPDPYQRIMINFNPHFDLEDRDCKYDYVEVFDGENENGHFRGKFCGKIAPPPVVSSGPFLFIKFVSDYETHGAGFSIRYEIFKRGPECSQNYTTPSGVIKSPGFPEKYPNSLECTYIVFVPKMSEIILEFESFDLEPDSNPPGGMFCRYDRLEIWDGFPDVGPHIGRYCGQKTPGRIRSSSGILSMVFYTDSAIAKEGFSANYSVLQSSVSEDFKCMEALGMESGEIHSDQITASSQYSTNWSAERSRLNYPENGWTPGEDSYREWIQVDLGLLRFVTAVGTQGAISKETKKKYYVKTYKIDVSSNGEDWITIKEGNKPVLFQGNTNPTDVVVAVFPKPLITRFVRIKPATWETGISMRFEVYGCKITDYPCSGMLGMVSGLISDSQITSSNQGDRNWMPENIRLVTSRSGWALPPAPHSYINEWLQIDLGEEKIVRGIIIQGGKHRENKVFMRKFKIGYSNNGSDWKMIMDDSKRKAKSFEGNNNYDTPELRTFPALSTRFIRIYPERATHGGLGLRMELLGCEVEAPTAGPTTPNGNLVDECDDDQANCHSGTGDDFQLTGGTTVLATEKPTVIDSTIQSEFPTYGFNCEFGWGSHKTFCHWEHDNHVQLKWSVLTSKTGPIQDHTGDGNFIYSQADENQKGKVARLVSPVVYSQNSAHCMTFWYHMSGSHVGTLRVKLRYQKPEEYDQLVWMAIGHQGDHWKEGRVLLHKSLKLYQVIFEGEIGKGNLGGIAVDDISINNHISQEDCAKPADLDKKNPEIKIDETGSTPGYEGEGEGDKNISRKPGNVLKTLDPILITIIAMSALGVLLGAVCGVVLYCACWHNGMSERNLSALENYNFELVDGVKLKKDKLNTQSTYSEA
Starred values were filed as active, the others as inactive; i = inactive; x = not tested or not shown.

SMILES | MT1-MMP act inh | Rin1-Abl PPI inh | SKN-1 block | E coli Lon inh | PABP1 MLLE inh | Neddylation inh | FAS-TE inh | bovine MsrA act | NRP1-CendR mod
COc1ccc(Cc2nnc(NN)[nH]c2=O)cc1OC | 2.5 | 0.8 | -3.2 | -0.7 | -11.9 | i | -6.6 | 0.2 | -9.7
O=C(N/N=C/c1ccc2c(c1)OCO2)c1ccc2c(c1)OCO2 | -0.2 | 2.4 | -5.3 | 2.6 | 19.1 | i | -2.3 | -4.6 | 4.5
CSc1nc2ccc(NC(=O)c3cccs3)cc2s1 | 1.7 | -0.6 | 6.5 | -5.8 | 7.2 | i | 6.0 | -2.4 | 4.3
COc1cc2c(cc1OC)-c1cc(Nc3ccccc3)nc(=O)n1CC2 | 6.3 | 1.7 | -2.6 | 0.1 | -4.4 | i | -1.7 | -3.1 | 19.0
COC(C[C@H](O)C[C@H](O)[C@@H](C)OCc1ccccc1)OC | -0.3 | 0.6 | 20.8 | -6.8 | 5.2 | i | -10.2 | -1.9 | -3.3
FC(F)(F)c1cc(-c2cccs2)nc2ncnn12 | -4.0 | -2.4 | 9.5 | 0.1 | -8.6 | x | -5.5 | -5.4 | 13.3
CC(C)C(C)(C#N)NC(=O)CSc1nc(C2CCCCC2)n(-c2ccccc2)n1 (centres undefined) | -6.9 | -4.4 | 6.5 | 8.6 | -15.0 | i | 2.4 | -5.7 | -22.1
CCOC(=O)N1CCN(S(=O)(=O)c2ccc3c(c2)CC(C)N3C(C)=O)CC1 (centres undefined) | 2.0 | -1.0 | 10.4 | 5.6 | 3.6 | i | -8.4 | -2.4 | -3.4
CN(NC(=O)C(C)(C)C)c1nc(-c2ccccc2)nnc1C(F)(F)F | -3.9 | 0.6 | -13.6 | -3.1 | 0.5 | i | -2.1 | -3.5 | -9.4
CCNC(=S)SCCOc1ccccc1C | -1.4 | 4.0 | 17.5 | 0.4 | 6.3 | i | 0.6 | -10.1 | -2.9
CCC(=O)NC(c1ccco1)c1cc(Cl)c2cccnc2c1OC (centres undefined) | 0.9 | -0.2 | 6.9 | -18.5 | -8.6 | i | -7.6 | -2.0 | 14.0
Cc1cccc(C)c1NC(=O)CN(C)C(=O)c1ccc2nc[nH]c2c1 | -2.0 | 4.5 | 15.1 | -4.3 | 2.0 | i | -11.4 | -3.6 | 1.4

Some of these compounds in order of the NRP1-CendR mod value, smallest number first:
Molecule | MT1-MMP act inh | Rin1-Abl PPI inh | SKN-1 block | E coli Lon inh | PABP1 MLLE inh | Neddylation inh | bovine MsrA act | NRP1-CendR mod
COC(C[C@H](O)C[C@H](O)[C@@H](C)OCc1ccccc1)OC | -0.3 | 0.6 | 20.8 | -6.8 | 5.2 | i | -1.9 | -3.3
CCNC(=S)SCCOc1ccccc1C | -1.4 | 4.0 | 17.5 | 0.4 | 6.3 | i | -10.1 | -2.9
FC(F)(F)c1cc(-c2cccs2)nc2ncnn12 | -4.0 | -2.4 | 9.5 | 0.1 | -8.6 | x | -5.4 | 13.3

(further entries)
SMILES | MT1-MMP act inh | Rin1-Abl PPI inh | SKN-1 block | E coli Lon inh | PABP1 MLLE inh | Neddylation inh | FAS-TE inh | bovine MsrA act | NRP1-CendR mod
COc1ccccc1N1CCN(c2ncnc3sc(C)c(-c4ccccc4)c23)CC1 | -4.3 | -0.9 | 19.2 | -0.6 | 1.8 | i | 24.9 | -3.4 | 2.1
O=c1c2c(nc3nc(NCc4ccc(Cl)cc4)[nH]n13)CCC2 | 1.5 | 0.0 | 7.5 | -4.4 | 10.2 | i | -3.9 | -4.1 | -1.7
CCCCCc1c(C)nc(Nc2ccc(F)cc2)[nH]c1=O | -2.2 | -0.1 | 10.2 | -1.0 | 4.0 | i | 8.5 | 9.8* | 13.1
CCOC(=O)CC(NC(=O)C1c2ccccc2Oc2ccccc21)c1ccccc1Cl (centres undefined) | -8.5 | 2.3 | 4.8 | -0.3 | -15.3 | i | 13.6 | -1.2 | -7.2
Cc1onc(-c2ccccc2Cl)c1C(=O)Nc1cccc(S(=O)(=O)N2CCOCC2)c1 | -0.1 | 2.4 | 4.1 | 1.9 | 11.5 | i | 1.7 | -3.5 | 8.5
Cc1cc(C)cc(C(=O)NC(CC(N)=O)c2ccc(NC3CCCCCC3)c([N+](=O)[O-])c2)c1 (centres undefined) | 14.9 | 4.0 | -5.7 | 11.2 | 0.7 | i | 2.2 | -9.2 | -34.8
CCNC(=S)N/N=C/c1ccc(C(=O)O)cc1 | 1.2 | 3.7 | -0.4 | 7.8 | 24.9 | i | -2.6 | -3.8 | -0.1
CN1c2ccccc2C(C)(C)C12C=Cc1cc(O)ccc1O2 (centres undefined) | 63.2 | 4.1 | 13.6 | -30.4 | -39.7 | i | 0.1 | -6.8 | -79.5
COc1ccc(S(=O)(=O)N2CCN(C(=O)C3CCCCC3)CC2)cc1 | -2.7 | -1.3 | 3.4 | 4.0 | -3.3 | i | 3.3 | -0.8 | 14.3
COc1ccc2c(c1)C(=O)N1[C@H]3c4cc(Br)ccc4OC[C@@H]3[C@H](c3ccccc3)[C@]1(C)C(=O)N2 | -19.7 | 3.1 | 10.7 | -3.6 | -3.1 | i | 78.1* | -8.0 | 2.4
Clc1ccccc1-c1nn2c(-c3ccccn3)nnc2s1 | -1.1 | -0.7 | 6.3 | 3.8 | 0.3 | i | -2.7 | 0.8 | -17.8
O=C(CC1SC(=Nc2ccccc2)N(Cc2ccccn2)C1=O)Nc1cccc(Cl)c1 (centres undefined) | -4.6 | 0.8 | 2.0 | 4.5 | -18.2 | i | 38.2 | -13.8 | -3.6
O=C(NCc1ccccc1F)C1CCCN(S(=O)(=O)c2ccc(-n3cnnn3)cc2)C1 (centres undefined) | -1.0 | -2.3 | -9.4 | 7.7 | 2.2 | i | 0.3 | -6.0 | 2.9
COC(=O)c1ccc(/C=N/NC(=O)CC(=O)NC2CCCCC2)cc1 | 2.0 | -3.1 | 8.6 | 1.8 | -8.4 | i | -0.8 | -1.4 | 10.1
CCC(C(=O)OCC(=O)Nc1ccc(F)cc1)c1ccccc1 (centres undefined) | -3.3 | -3.5 | 10.4 | 7.6 | -8.0 | i | 7.2 | -1.4 | -15.6
Cc1cc(N2CCC(C(=O)NC3CCCCC3)CC2)nc(-c2ccccc2)n1 | 5.6 | -0.5 | -9.7 | 0.5 | -3.4 | i | 5.8 | -1.6 | 4.5
O=C(N/N=C/c1cccnc1)c1ccc2ccccc2c1O | -0.5 | -3.4 | 8.9 | -0.5 | 18.7 | i | -4.8 | -2.9 | 7.2
COC(=O)Nc1ccc2c(c1)N(C(=O)CCCl)c1ccccc1S2 | 1.3 | 0.1 | 11.4 | -7.0 | 15.0 | i | 10.1 | -3.1 | 1.7
CC(C(=O)O)C1SC(=O)NC1=O (centres undefined) | -2.1 | 0.5 | -11.1 | -3.2 | 7.5 | i | -4.0 | -4.9 | -0.1
Cn1nc(C(F)(F)F)c(C(=O)Nc2ccc(F)cc2F)c1Cl | 2.0 | -1.6 | 2.4 | 4.0 | -5.0 | i | -8.7 | 2.0 | 10.2
CNC(=O)NNC(=O)c1onc(-c2c(Cl)cccc2Cl)c1C(=O)OC | 0.3 | -1.7 | -1.8 | 7.6 | 7.4 | i | -8.4 | -2.2 | 4.1
O=C(c1ccccc1)c1cc[n+]([O-])cc1 | 0.2 | 3.7 | 7.7 | -1.1 | 2.5 | i | -9.3 | 0.0 | -4.2
Cc1nn(CCCC(=O)NC(C)c2ccccc2)c(=O)c2nn(-c3ccccc3)c(C)c12 (centres undefined) | 5.0 | 3.1 | 4.6 | 7.8 | -7.0 | i | -8.3 | -3.2 | -0.3
Cc1ccc(OCCC(=O)OCC(=O)NC2CCCC(C)C2C)cc1 (centres undefined) | 2.8 | -2.2 | 0.8 | -2.1 | -1.2 | i | 16.2 | -0.5 | -13.2
CC(/C=N/Nc1nncc(=O)[nH]1)=C\c1ccccc1 | -0.6 | -5.0 | -2.3 | -5.8 | -14.2 | i | -8.9 | -5.6 | 12.4
O=c1[nH]cnc2c1ncn2[C@H]1CC[C@@H](CO)O1 | 1.5 | 0.9 | -3.7 | -10.7 | -11.0 | i | -3.2 | -1.8 | -0.8
CCOc1ccc(-c2cc(C(=O)NCCCn3ccnc3)c3cc(Br)ccc3n2)cc1 | -0.8 | -27.1 | -5.8 | -0.8 | 17.0 | i | -16.1 | -4.0 | 9.0
O=C(Cc1ccccc1)Nc1nnc(-c2ccco2)o1 | x | 4.3 | -2.3 | -7.7 | 16.6 | i | -4.5 | -14.3 | 5.8
COc1ccc(N2CCN(C(=O)c3ccc(NS(=O)(=O)c4cccs4)cc3)CC2)cc1 | -1.3 | 2.1 | 8.9 | -1.8 | 2.6 | i | -2.1 | -2.0 | 7.4
Cc1ccccc1OCC(=O)Nc1nc(-c2ccncc2)cs1 | 1.1 | 0.9 | -22.6 | -7.9 | 4.0 | i | 2.4 | 0.9 | 5.3
Cc1cc(C(F)F)n2nc(C(=O)Nc3sc4c(c3C#N)CCC4)nc2n1 | 0.7 | 1.6 | -7.4 | 1.3 | -4.8 | i | -11.1 | -13.6 | -3.1
COc1cc(OC)c(S(=O)(=O)NC(C)C)cc1S(=O)(=O)NC(C)C | 0.2 | 3.8 | -2.2 | -0.7 | 2.3 | i | -8.1 | -6.3 | 0.9
CC(=O)c1cccc(NC(=O)CN2C(=O)COc3ccc(Cl)cc32)c1 | 3.1 | 2.6 | 1.3 | 4.1 | -5.8 | i | 3.1 | -8.0 | 1.9
CC(Oc1ccc(Cl)cc1Cl)C(=O)NCCC1=CCCCC1 (centres undefined) | -3.5 | -3.9 | 1.6 | 7.7 | 0.8 | i | 22.7 | -5.2 | 1.9
Cc1ccc(C2c3sc(=O)[nH]c3SC3C(=O)NC(=O)C32)cc1 (centres undefined) | 0.1 | 3.0 | 18.1 | 3.9 | 23.4 | i | -7.8 | -3.8 | -3.2
FC(F)(F)c1cc(-c2ccco2)nc(NCc2ccco2)n1 | -1.2 | 2.0 | -4.9 | -6.6 | -12.2 | i | 12.9 | -0.3 | -5.0

Structures listed above shown as hits in bovine MsrA act.
structure | MT1-MMP act inh | Rin1-Abl PPI inh | SKN-1 block | E coli Lon inh | PABP1 MLLE inh | Neddylation inh | bovine MsrA act | NRP1-CendR mod
CCCCCc1c(C)nc(Nc2ccc(F)cc2)[nH]c1=O | -2.2 | -0.1 | 10.2 | -1.0 | 4.0 | i | 9.8* | 13.1

(continued)
SMILES | MT1-MMP act inh | Rin1-Abl PPI inh | SKN-1 block | E coli Lon inh | PABP1 MLLE inh | Neddylation inh | FAS-TE inh | bovine MsrA act | NRP1-CendR mod
NC(c1ccccc1)c1csc(NC(=O)NCC2CCCCC2)n1 (centres undefined) | -0.2 | 2.4 | -16.2 | 6.8 | -7.6 | i | -6.8 | -4.0 | -2.7
CNc1nc(NCCOc2ccccc2)c2sccc2n1 | 6.2 | -1.4 | 17.4 | -10.6 | 6.5 | i | -0.5 | -0.1 | -20.9
COc1ccc(C(=O)NCC(=O)OCc2ccc(F)cc2Cl)cc1OC | 2.3 | -2.1 | -2.6 | -9.0 | -26.1 | i | -2.8 | -13.2 | 2.8
COC(=O)C1=C(C)N(C)C(=S)N(C)C1c1cccc(Br)c1 (centres undefined) | -3.2 | 0.0 | 11.7 | 3.3 | -14.4 | i | 6.5 | -0.3 | 9.9
COc1cc(NC(=O)Nc2ccc(C)cc2)cc([N+](=O)[O-])c1 | 2.2 | 1.8 | 3.5 | -13.0 | -3.5 | i | 5.0 | -2.1 | 15.2
CCOc1ccc(C(C)NC(=O)c2ccccc2OCc2c(C)noc2C)cc1OCC (centres undefined) | 1.5 | 0.4 | -9.7 | -5.0 | 0.4 | i | 2.4 | -11.6 | 11.4
Cc1ccc(CNC(=O)CCC(=O)Nc2nnc(C3CCCCC3)s2)cc1 | 1.2 | 0.4 | 6.9 | -6.3 | -8.8 | i | -0.4 | -3.6 | -7.6
CC1(C)Cc2ccccc2-c2nnc(SCC(=O)N3CCc4ccccc43)n21 | -3.6 | -18.5 | 12.1 | -1.0 | -0.3 | i | -2.0 | -2.9 | -8.7

An unsorted share of the library; any-hit rate near 4%.
